Bioassay records (PubChem BioAssay)
SUMO1 PPI mod: modulators of SUMO1 protein-protein interactions, primary screen, biochemical, uHTS. 0.33% of 360,000 active. SUMO1 binding to a labelled peptide, TR-FRET, 1 h. AID 602429, 2012. Small ubiquitin-related modifier 1 (Homo sapiens), P63165. inhibition, % at 20 µM; in the data active = inhibition above about 37%
Target sequence (P63165 whole entry, looked up): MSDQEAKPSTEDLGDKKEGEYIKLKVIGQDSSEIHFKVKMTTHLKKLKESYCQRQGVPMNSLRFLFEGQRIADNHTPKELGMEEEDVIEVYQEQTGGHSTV
NadD inh: inhibitors of S. aureus NadD, primary screen, biochemical, colorimetric, uHTS | inhibition, % at 20 µM | purified NadD enzyme, colorimetric absorbance read-out | 0.78% of 360,000 active | Nicotinate-nucleotide adenylyltransferase NadD (Staphylococcus aureus N315) | AID 602399, 2012; in the data active = inhibition above about 26%; also: some compounds past the cut are filed as inactive
MLLE-PAM2 inh: inhibitors of PABP1 MLLE–PAM2 peptide binding, primary screen, biochemical, fluorescence polarization, FITC-PAM2, GST-MLLE | Polyadenylate-binding protein 1 (Homo sapiens), P11940 | inhibition, % at 20 µM | 0.36% of 360,000 active; in the data active = inhibition above about 35%, passing the limit was not always enough;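 also: plate controls were DMSO wells with GST-MLLE for no effect and wells lacking GST-MLLE protein for full effect; some results filed as inactive read as strong as hits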
Rpn11 block: Rpn11 (PSMD14) deubiquitinase inhibitors, primary screen, biochemical, fluorescence polarization, uHTS; 26S proteasome non-ATPase regulatory subunit 14 (Homo sapiens), O00487; human 26S proteasome, Ub4-pepOG fluorescence polarization; 20S core pre-blocked with epoxomicin; calls only at 20 µM; 0.59% of 360,000 active;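 active = inhibition at 20 µM, scaled to each plate's controls, above about 33%, limit read from the data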
Tb MetRS inh: T. brucei MetRS inhibitors, primary screen, biochemical, luminescence; 0.4% of 360,000 active; inhibition, % at 11.9 µM; AID 624268, 2012; purified T. brucei MetRS, ATP depletion, Kinase-Glo luminescence;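 active = inhibition above a per-plate cutoff of the control wells' mean inhibition plus 3 SD, cut at about 5.5% in these data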;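 also: 0% = DMSO wells median and 100% = median of wells with control inhibitor compound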
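System: purified T. brucei MetRS enzyme / Detection: Kinase-Glo luciferase luminescence reporting remaining unconsumed ATP / Medium: HEPES buffer with MgCl2, KCl, DTT, spermine, BSA, pyrophosphatase / Replication: singlicate, one well per compound / Evaluation: percent inhibition relative to median high and low control wells / Schedule: 2 h aminoacylation at 25 °C after 15 min preincubation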
DNMT1 block: human DNMT1 methyltransferase inhibitors, primary screen, biochemical, molecular beacon, fluorescence, HinP1I cleavage, uHTS; DNA (cytosine-5)-methyltransferase 1 (Homo sapiens), P26358; inhibition (reported as % activation of signal), % at 10 µM; 0.83% of 360,000 active; in the data active = inhibition above about 50%
LMPTP block: LMPTP phosphatase inhibitors, primary screen, biochemical, fluorescence intensity, uHTS. Low molecular weight phosphotyrosine protein phosphatase (Homo sapiens), P24666. recombinant LMPTP-A, OMFP fluorogenic substrate. inhibition, % at 20 µM. 0.22% of 360,000 active;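 active = compounds that cut the enzyme signal by at least half of the control window in the single-dose screen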;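 also: plate controls were DMSO wells with enzyme plus substrate for no effect and substrate without enzyme for full effect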
Target sequence (P24666 whole entry, looked up): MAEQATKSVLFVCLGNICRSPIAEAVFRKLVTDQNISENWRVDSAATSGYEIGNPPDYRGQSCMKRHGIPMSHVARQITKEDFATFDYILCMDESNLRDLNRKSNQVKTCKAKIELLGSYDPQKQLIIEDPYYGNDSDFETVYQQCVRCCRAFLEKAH
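Test system – LMPTP-A phosphatase enzyme · Quantity – 0.625 nM LMPTP-A final · Reagent – OMFP substrate, 400 µM final · Dosing – one test concentration per compound, 20 µM, with 3% DMSO overall · Timing – 50 min enzyme reaction at room temperature, protected from light · Detection – fluorescence intensity · Controls – substrate-only low control, DMSO enzyme-plus-substrate high control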
STEP block: STEP phosphatase inhibitors, primary screen, biochemical, fluorescence intensity, uHTS; recombinant STEP, OMFP fluorogenic substrate; inhibition, % at 20 µM; 0.25% of 360,000 active; AID 588621, 2011;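 active = inhibition at 20 µM, scaled per plate between control wells, above about 37%, limit read from the data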;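 also: 0% = DMSO with enzyme and substrate and 100% = substrate only without enzyme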
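Also added – OMFP at 25 µM · Test system – STEP tyrosine phosphatase · Technique – FITC-channel fluorescence of OMFP product · Schedule – 20 min at room temperature, dark · Evaluation – control-normalized % inhibition with plate pattern correction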
CSN deneddyl inh: inhibitors of CSN-mediated cullin deneddylation, primary screen, biochemical, fluorescence polarization, uHTS. COP9 signalosome complex subunit 5 (Homo sapiens), Q92905. Purified CSN, SCF-Nedd8-OG deneddylation. inhibition, % at 12.5 µM. 0.38% of 360,000 active. AID 651999, 2013;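 active = pattern-corrected inhibition above about 35%, with an unprinted fluorescence ratio check between 0.5 and 1.5, limit read from the data, passing the limit was not always enough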;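 also: 0% = enzyme with substrate and 100% = substrate without enzyme; some results filed as inactive read as strong as hits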
Target sequence (Q92905 whole entry, looked up, one chain of several): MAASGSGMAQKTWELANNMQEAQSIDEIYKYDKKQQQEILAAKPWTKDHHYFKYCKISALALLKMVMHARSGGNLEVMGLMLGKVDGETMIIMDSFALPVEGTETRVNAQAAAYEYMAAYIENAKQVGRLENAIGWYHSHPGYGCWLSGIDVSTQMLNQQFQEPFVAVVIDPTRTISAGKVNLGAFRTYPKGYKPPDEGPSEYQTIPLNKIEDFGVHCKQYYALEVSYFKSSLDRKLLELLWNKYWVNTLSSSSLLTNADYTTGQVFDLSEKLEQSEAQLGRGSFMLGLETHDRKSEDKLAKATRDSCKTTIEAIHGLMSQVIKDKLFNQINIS
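test system = HEK293T-derived human Csn5 enzyme | amount = 0.24 nM Csn5 enzyme, final concentration | medium = Tris/NaCl/DTT buffer, pH 7.5 | schedule = 90 min reaction at room temperature | signal = FP | evaluation = inhibition of Csn5 cleavage, % | compound dosing = single dose of 12.5 µM compound with 0.25% DMSO | probe or stimulus = 10 nM SCFSkp2-Nedd8OG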
Scp-1 inhibitor: Scp-1 phosphatase inhibitors, primary screen, biochemical, colorimetric, uHTS; 0.88% of 340,000 active; AID 493091, 2011; Recombinant Scp1, phosphopeptide, malachite green phosphate absorbance; inhibition, % at 20 µM;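 active = inhibition above about 50% at 20 µM, limit read from the data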;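 also: plate controls were DMSO wells with enzyme for no effect and wells lacking enzyme for full effect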
Target sequence (Q9GZU7 76-261 limits assumed): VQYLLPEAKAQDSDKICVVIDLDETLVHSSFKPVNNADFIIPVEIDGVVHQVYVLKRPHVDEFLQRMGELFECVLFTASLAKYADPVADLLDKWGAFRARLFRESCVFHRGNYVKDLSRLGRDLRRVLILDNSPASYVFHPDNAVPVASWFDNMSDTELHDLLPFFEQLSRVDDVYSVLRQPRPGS
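System: SCP-1 catalytic domain; Reagent: Phospho 17-mer peptide substrate; Doses: one concentration, 20 µM, with 1.0% DMSO; Incubation: 45 min room-temperature reaction, 5 min colour, 30 min stabiliser; Signal: Phosphate-binding colour reagent, absorbance read at 630 nm.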
The depositor's hits bear a star; i = inactive; . = no result given; + = active, no number. Compounds as they come, and some 3.6% of all compounds hit somewhere here.

Compound	NadD inh	CSN deneddyl inh	Rpn11 block	DNMT1 block	Tb MetRS inh	MLLE-PAM2 inh	STEP block	SUMO1 PPI mod	LMPTP block	Scp-1 inhibitor
CC(=O)N1CCc2cc(Br)cc(S(=O)(=O)N3CCc4ccccc43)c21	-6.0	0.8	i	-9.5	-0.7	-3.9	-2.2	2.2	1.3	-9.3
COc1cc(C(=O)Nc2ccc3c(c2)nc(C)n3C)cc(OC)c1OC	1.7	-0.2	i	-3.2	-2.2	4.9	1.7	1.5	1.3	-2.8
COc1cccc(C2=NOC(C(=O)N3CCN(C(=O)c4ccco4)CC3)C2)c1 (stereo not given)	-4.9	-3.8	i	0.0	-0.2	10.3	1.8	-0.1	0.0	-11.7
O=C(Cc1ccc(Cl)cc1)N1CCc2ccccc2C1	-7.6	-2.0	i	-5.1	-0.3	-1.0	-1.1	1.9	0.9	-18.4
O=C(Nc1ccc(C(=O)O)cc1)/C(=C/c1ccc2c(c1)OCO2)NC(=O)c1cccc(Br)c1	10.3	1.9	i	4.2	5.2	-2.2	1.6	-5.0	0.9	-0.8
Cc1ccc(NC(=O)COC(=O)C2=COCCO2)cc1	2.8	5.3	i	-0.2	-0.6	8.1	-2.1	7.8	-0.2	-1.9
COc1ccc(/C=N/NC(=O)c2cc3c(ccc4ccccc43)o2)cc1OC	-8.2	17.2	i	-9.8	-0.6	5.7	0.0	24.8	0.3	-2.2
O=C(CN1CCOCC1)Nc1ccc(NC(=O)CN2CCOCC2)c(Cl)c1	2.1	0.4	i	3.5	-1.4	3.5	-4.1	0.9	0.0	0.5
Cc1cc(C)c2nc(-c3cccnc3)cc(C(=O)Nc3ccc(S(=O)(=O)Nc4onc(C)c4C)cc3)c2c1	42.3*	8.9	i	-5.7	-0.2	-1.0	1.3	-1.1	1.2	5.2
CCCN1CCN(C(=O)Cn2nc(CC)n3c(cc4sccc43)c2=O)CC1	2.9	0.3	i	0.3	-0.4	7.8	-0.5	-3.0	-1.6	7.2
CC(C)c1ccc(NC2CCCN(C(=O)c3cnsn3)C2)cc1 (stereo not given)	-1.4	-3.0	i	2.9	-0.5	1.7	-2.7	6.2	-0.2	-4.8
CCOC(=O)C1=C(CN2CCN(C(=O)OCC)CC2)NC(=O)NC1c1ccc2c(c1)OCO2 (stereo not given)	-1.0	-0.6	i	0.5	-0.4	8.9	3.4	6.2	-0.7	-2.3
CCCCN(C)C(=O)c1sc(=O)n(Cc2c(C)noc2C)c1C	-4.4	-3.1	i	4.0	-0.7	7.5	0.2	0.7	-1.8	.
C(=N\n1cnnc1SCc1ccccc1)/c1ccco1	2.1	-3.5	i	-1.4	-0.3	11.3	-2.0	-3.4	0.8	2.6
Cc1onc(-c2ccccc2)c1C(=O)N(C)CC(=O)Nc1ccc(F)c(F)c1F	1.5	-2.3	i	-0.1	0.1	0.6	0.3	-1.3	-1.1	-2.2
C[C@H](NC(N)=O)C(=O)Nc1ccc(N2CCOCC2)c(S(=O)(=O)Nc2ccc(Cl)cc2)c1	9.4	0.5	i	-2.7	0.0	38.0	10.0	8.0	6.0	-4.9
O=C(NNC1=NS(=O)(=O)c2ccccc21)c1ccc([N+](=O)[O-])cc1	-4.7	-4.2	i	0.0	-0.6	6.1	-1.5	-27.3	-1.6	-0.8
Cc1ccc(S(=O)(=O)NNC(=O)c2ccoc2C)cc1	-8.2	-0.3	i	0.7	0.0	3.3	3.9	1.4	-1.2	2.5
CN(c1ccc(C(=O)NCc2ccc3c(c2)OCO3)cc1)S(C)(=O)=O	-0.9	-8.8	i	-0.9	0.1	-4.0	0.8	-0.8	-2.2	-6.5
O=C(NC1CC1)c1sc2cc(Cl)ccc2c1Cl	-1.1	0.9	i	4.1	-0.1	-1.9	1.3	-8.7	-2.2	-0.4
COc1ccc(/C=N/Nc2ccccn2)c(OC)c1OC	0.2	4.9	i	-0.8	0.7	1.7	0.3	-0.9	1.5	0.6
Cn1c(CN2CCOCC2)c(C#N)c2ccccc21	-0.1	2.4	i	-3.4	-0.1	1.3	-0.6	3.8	0.4	-2.2
O=C(CSc1oc(-c2ccccc2)nc1S(=O)(=O)c1ccc(F)cc1)NCC1CCCO1 (stereo not given)	-6.2	5.0	i	-0.2	0.3	-118.1	0.8	-2.7	-0.9	-6.0
O=C(O)CC(CN1C(=O)c2ccccc2C1=O)c1ccccc1 (stereo not given)	-0.9	-1.9	i	0.3	0.6	-9.9	-2.5	-3.9	-0.8	-9.8

Whole records from above:
Results for O=C(CSc1oc(-c2ccccc2)nc1S(=O)(=O)c1ccc(F)cc1)NCC1CCCO1 (stereo not given) : NadD inh: -6.2; CSN deneddyl inh: 5.0; Rpn11 block: i; DNMT1 block: -0.2; Tb MetRS inh: 0.3; MLLE-PAM2 inh: -118.1; STEP block: 0.8; SUMO1 PPI mod: -2.7; LMPTP block: -0.9; Scp-1 inhibitor: -6.0
Results for Cc1cc(C)c2nc(-c3cccnc3)cc(C(=O)Nc3ccc(S(=O)(=O)Nc4onc(C)c4C)cc3)c2c1 : NadD inh: 42.3*; CSN deneddyl inh: 8.9; Rpn11 block: i; DNMT1 block: -5.7; Tb MetRS inh: -0.2; MLLE-PAM2 inh: -1.0; STEP block: 1.3; SUMO1 PPI mod: -1.1; LMPTP block: 1.2; Scp-1 inhibitor: 5.2

Other results:
Compound	NadD inh	CSN deneddyl inh	Rpn11 block	DNMT1 block	Tb MetRS inh	MLLE-PAM2 inh	STEP block	SUMO1 PPI mod	LMPTP block	Scp-1 inhibitor
CC(C)(C)OC(=O)NC(CC(=O)OCc1ccccc1)C(=O)O (stereo not given)	-5.8	-1.0	i	5.7	-0.1	7.9	-1.3	6.4	-0.7	6.0
COc1cc(NS(=O)(=O)c2ccc(C)cc2C)cc(OC)c1OC	-2.6	1.0	i	0.3	0.1	-5.6	-2.6	0.1	-2.6	-9.5
CCOc1ccccc1NC(=S)N1CCC(NC(=O)c2ccco2)CC1	-4.9	0.0	i	-0.6	0.0	-39.1	2.0	-0.8	-0.9	-2.5
COc1ccccc1CCC(=O)Nc1ccc(OC)c(S(=O)(=O)N2CCOCC2)c1	1.0	-2.5	i	-0.1	-0.1	-15.8	-3.3	-0.4	-1.0	-4.6
Cc1cc(C)c2c(=O)[nH][nH]c2n1	4.5	-1.9	i	2.1	0.4	-10.8	-4.4	1.5	-0.9	-7.6
CC1(C(=O)NS(=O)(=O)c2ccc(C#N)cc2)CCN1C(=O)CC1CCCC1 (stereo not given)	-1.1	2.6	i	1.0	-0.3	5.7	-1.9	2.4	-1.3	.
O=C(COc1ccc(/C=N/NC(=O)c2cc3ccccc3o2)cc1Br)Nc1ccccc1	6.1	124.7*	+	63.8*	0.1	-26.6	64.5*	-0.9	29.3	83.3*
CCc1ccc(OCC(=O)N2c3ccccc3CCc3ccccc32)cc1	1.3	4.8	i	-2.8	0.2	4.1	5.7	2.2	2.5	-6.8
CCOC(=O)Cc1c(C)nc2c(-c3ccc(OC)cc3)c(C)nn2c1C	7.4	-3.6	i	-4.6	-0.2	-2.0	-0.9	-2.7	2.1	11.3
Cc1nn(C)c(C(=O)Nc2ccn(Cc3c(F)c(F)cc(F)c3F)n2)c1[N+](=O)[O-]	-6.0	2.4	i	-0.9	-0.7	-0.5	-3.7	-4.3	-1.1	-7.7
CCOc1ccc(NC(=S)Nc2cc(OC)c(Cl)cc2OC)cc1	-2.2	5.5	i	9.2	-0.6	34.2	-1.1	1.6	1.2	-6.5
Cc1ccc(N2C(=O)CC(n3nc(C)cc3C)C2=O)cc1 (stereo not given)	-4.7	2.7	i	2.1	-1.0	-7.6	-0.5	-2.9	-0.8	2.8
CC(C)(C)n1nnnc1C(c1ccccn1)N(Cc1ccccc1)Cc1ccc(Cl)cc1 (stereo not given)	14.5	0.9	i	5.9	0.1	-2.8	-6.8	-1.4	4.4	-2.3
COc1cccc(CN(C)CC(=O)Nc2ccccc2C(=O)Nc2ccccc2)c1	-0.2	-4.5	i	1.9	-0.3	-6.6	-2.0	0.1	0.4	-4.9
Cc1ccc(C)c(C(=O)CSc2nnnn2C(C)C)c1	-6.6	-2.4	i	-1.7	-1.4	-15.4	1.4	0.9	0.1	-12.1
CC(=NO)c1cc(Br)c2cccc3c2c1CC3	-6.2	3.5	i	-2.7	-0.2	-4.6	-8.0	-4.2	1.3	.
Cc1ccc(S(=O)(=O)NCC(C)NS(=O)(=O)c2ccc(C)cc2)cc1 (stereo not given)	-1.3	1.1	i	-1.8	0.3	3.3	-0.4	0.6	-0.4	-6.0
